# High-throughput results from PubChem.
# Salmonella PhoP GFP: inhibitors of PhoP regulon expression, primary screen, Salmonella Typhimurium, GFP reporter (AID 1863) | inhibition, % at 50 µM; hits with a dose series show IC50 in µM | 300,000 compounds, 0.16% hits | S. Typhimurium PhoP-regulated promoter GFP reporter, 4 h; higher % means a stronger effect;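 active = inhibition over 29.93%, a cutoff 3 SD above the screen mean, later confirmed by dose response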;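 note: 0% = low Mg2+ inducing control and 100% = high Mg2+ repressing control; strong numbers were not always called active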
# GPR55 activation: GPR55 agonists via beta-arrestin recruitment, primary screen, imaging, U2OS cells, beta-arrestin-GFP redistribution (AID 1961). U2OS GPR55 beta-arrestin-GFP redistribution imaging; higher % means a stronger effect. one-dose activation, % at 10 µM; EC50 in µM for titrated hits. 290,000 compounds, 0.048% hits. G-protein coupled receptor 55 (Homo sapiens);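 active = activation above 40% with more than 50 cells counted in the well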;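 note: U2OS osteosarcoma cells stably expressing GPR55 and beta-arrestin-GFP; plate controls were DMSO negative control for no effect and LPI positive control for full effect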
# T cell modulator: modulators of CD8 T cell-vesicle binding, primary screen, mouse 2C CD8+ T cells, flow cytometry; 2C CD8+ T cell-vesicle binding; stronger effect = lower value; 330,000 compounds, 0.068% hits; calls only at 7 µM;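 active = response, share of CD8 T cells binding vesicles, and their 90th percentile fluorescence all below set limits, cut at about 80% in these data, passing the limit was not always enough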
#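 Read-out – percent CD8+ FL2 mean versus row control · System – murine 2C transgenic CD8+ T lymphocytes · Times – 1.5 h cell–vesicle binding at 37 °C, then 20 min icy labelling · Control set – naked vesicles low, QL9 vesicles with vehicle high · Detection – cytometric PE anti-B7-1 and Alexa647 anti-CD8 signals after 1% paraformaldehyde fixation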
# GPR35 antagonists: GPR35 antagonists blocking zaprinast-driven arrestin recruitment, primary screen, imaging, U2OS, beta-arrestin-GFP, zaprinast agonist (AID 2058) | 290,000 compounds, 0.052% hits | inhibition, % at 10 µM; hits with a dose series show IC50 in µM | U2OS GPR35 beta-arrestin-GFP translocation imaging, zaprinast antagonism; higher % means a stronger effect;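 active = inhibition of at least 50% with at least 30 cells and total cytoplasm GFP at most 10,000,000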
# KOR beta-arrestin-1: KOR agonists, beta-arrestin recruitment, primary screen, cell-based, luminescence, uHTS (AID 1777). Kappa-type opioid receptor (Homo sapiens). KOR beta-arrestin recruitment, luminescence; higher % means a stronger effect. one-dose activation, % at 10 µM; EC50 in µM for titrated hits. 280,000 compounds, 0.02% hits; in the data active = activation above about 50%, passing the limit was not always enough; note: a part of the inactive calls stands beside numbers as strong as those of hits
# KOR beta-arrestin-2: KOR antagonists, beta-arrestin recruitment, cell-based, luminescence, uHTS (AID 1778). KOR beta-arrestin recruitment, luminescence, antagonist mode; higher % means a stronger effect. inhibition, % at 10 µM, or IC50 in µM where a hit was titrated. 290,000 compounds, 0.091% hits. Kappa-type opioid receptor (Homo sapiens); in the data active = inhibition above about 50%; note: strong numbers were not always called active
# GPR55 LPI antagonism: GPR55 antagonists blocking LPI-driven arrestin recruitment, primary screen, imaging, U2OS, beta-arrestin-GFP, LPI agonist (AID 2013); 290,000 compounds, 0.13% hits; inhibition, % at 10 µM, or IC50 in µM where a hit was titrated; U2OS GPR55 beta-arrestin-GFP translocation imaging, LPI antagonism; higher % means a stronger effect;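 active = spots per cell inhibited over 60%, with over 100 cells counted and total cytoplasm intensity under 500,000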;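 note: U2OS cells stably carrying GPR55 and arrestin-GFP stimulated by 5 µM LPI near EC80; imaged beta-arrestin-GFP aggregate spots per cell after agonist stimulation; plate controls were LPI-stimulated DMSO wells for no effect and DMSO wells without LPI for full effect; some results filed as inactive read as strong as hits; confirmed hits need IC50 under 10 µM and bright autofluorescent wells are also inconclusive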
# West Nile antiviral: West Nile virus antiviral activity, cell-based, CPE readout (AID 1621); 290,000 compounds, 0.02% hits; CPE inhibition, % at 10 µM; hits with a dose series show IC50 in µM; West Nile virus-infected cells, CPE inhibition; higher % means a stronger effect; in the data active = a potency from the dose series; note: strong numbers were not always called active
# NTR1 agonist: agonists of NTR1, primary screen, imaging, U2OS cells, beta-arrestin-GFP, high content (AID 493036); Neurotensin receptor type 1 (Homo sapiens), P30989; NTR1-U2OS beta-arrestin-GFP spot imaging, agonist mode; activation, % at 20 µM; 330,000 compounds, 0.17% hits;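 active = activation at or above 40% of the spot to cytoplasm intensity ratio, with at least 20 cells analyzed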;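 note: 0% = DMSO without peptide and 100% = 100 nM NTR1 peptide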
# Target sequence (P30989 whole entry, looked up): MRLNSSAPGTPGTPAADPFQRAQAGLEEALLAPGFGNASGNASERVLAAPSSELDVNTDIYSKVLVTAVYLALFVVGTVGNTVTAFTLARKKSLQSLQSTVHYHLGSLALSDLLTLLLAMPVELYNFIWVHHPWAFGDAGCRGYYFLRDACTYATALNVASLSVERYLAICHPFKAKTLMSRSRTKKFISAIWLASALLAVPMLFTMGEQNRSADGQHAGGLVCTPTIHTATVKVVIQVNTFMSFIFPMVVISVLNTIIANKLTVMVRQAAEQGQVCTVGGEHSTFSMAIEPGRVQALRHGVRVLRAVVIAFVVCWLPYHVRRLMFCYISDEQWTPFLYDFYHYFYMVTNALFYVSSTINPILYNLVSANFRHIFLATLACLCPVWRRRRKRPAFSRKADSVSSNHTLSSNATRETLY
# T cell modulator vesicle-bound %: recorded beside T cell modulator, whose call it bears; double positive events, %; measured here: CD8+ vesicle-bound cell fraction;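 binding gate set so that unloaded-vesicle control wells show 10% double positive cells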
# NTR1 agonist cell count 20 µM: also measured in NTR1 agonist; calls as there; cell count; measured here: cell count, cytotoxicity flag
# * hit, by the source's call; i = inactive; x = no result given; [ ] = another dose, or the depositor's remark.
# Order of results: Salmonella PhoP GFP	GPR55 activation	T cell modulator	T cell modulator vesicle-bound %	GPR35 antagonists	KOR beta-arrestin-1	KOR beta-arrestin-2	GPR55 LPI antagonism	West Nile antiviral	NTR1 agonist	NTR1 agonist cell count 20 µM
> Cc1ccc(C(=O)NNC(=S)Nc2cccc3ccccc23)s1
    -3%	-0.3%	i	47	6%	2.8%	2%	13%	0.3%	3.7	45
> O=C(CCC(=O)c1cccs1)OCC(=O)c1ccc(Cl)s1
    6%	-0.3%	i	12	6%	3.3%	-16%	0%	1.1%	2.5	37
> CCc1ccccc1NC(=O)c1cc(C2CC2)on1
    10%	-0.2%	i	29	-1%	-4.9%	41%	2%	0.1%	-3.2	62
> CCCc1cc(-n2cnc3ccccc32)n2c(nc3ccccc32)c1C#N
    -11%	0.0%	i	63	-10%	-2.1%	-1%	20%	0.4%	0.6	77
> CCOC(=O)N1CCN(S(=O)(=O)c2ccc(Br)cc2)CC1
    9%	-0.1%	i	28	-3%	4.1%	-5%	2%	-0.6%	-0.5	59
> COc1ccc2cc(C(=O)C3CCCN(C(=O)c4cnccn4)C3)ccc2c1 (centres undefined)
    -10%	0.4%	i	33	-11%	3.8%	-14%	-15%	-1.3%	-0.4	63
> Cc1cc(C)n(CC(C)NC(=O)c2cc(COc3c(F)cccc3F)on2)n1 (centres undefined)
    8%	-0.1%	i	41	-1%	5.8%	-18%	-1%	-0.8%	-1.2	77
> CCc1cccc(NS(=O)(=O)c2c(C)nc3sc(CC)nn3c2=O)c1
    x	0.3%	i	31	-11%	-2.3%	5%[20 µM]	6%	-1.3%	1.2	66
> O=C(O)CC(Cc1ccccc1)(C(=O)O)c1ccccc1 (centres undefined)
    -8%	-0.2%	i	52	-6%	3.1%	6%	-3%	-0.3%	0.5	65
> COc1ccc(N(CC(=O)O)S(C)(=O)=O)cc1OC
    5%	-0.1%	i	5	-12%	-3.1%	31%	6%	0.0%	1.9	55
> O=C(NCCO)c1ccc(-c2nnc(Nc3ccc(O)cc3)c3ccccc23)cc1
    -3%	-0.1%	i	20	6%	-2.5%	-17%	11%	-0.1%	-1.3	80
> COc1ccc(-c2csc3ncn(CC(=O)N4CCOCC4)c(=O)c23)cc1
    -3%	-0.1%	i	48	10%	x	-9%[20 µM]	22%	0.1%	-1.4	79
> COc1cccc(N=C2SC(C(=O)Nc3ccc(F)cc3)CC(=O)N2C)c1 (centres undefined)
    1%	-0.1%	i	17	5%	2.0%	-21%	8%	-0.9%	1.2	44
> Cc1ccc(S(=O)(=O)N2CCN(Cc3ccsc3)CC2)cc1
    -4%	-0.1%	i	58	0%	x	-25%[20 µM]	6%	-0.4%	-0.6	31
> O=C(CCN1C(=O)c2cccc3cccc(c23)C1=O)Nc1ccon1
    1%	-0.1%	i	30	4%	-2.1%	-9%	4%	0.4%	-0.8	93
> CCNCc1nc2cc(Cl)ccc2c(=O)[nH]1
    4%	0.2%	i	62	-2%	-2.3%	-22%	-6%	0.6%	1.5	46
> Cc1ccc(-n2nc(C)c(NC(=O)CCl)c2C)cc1
    -13%	0.2%	i	44	1%	-0.3%	11%	6%	0.2%	-1.5	44
> CCSc1cc(C)nc2c(-c3ccccc3)c(C)nn12
    -6%	-0.1%	i	56	8%	-2.6%	32%	-9%	0.5%	12	93
> Cn1c2ccccc2c(=O)c2ccc(C#Cc3ccc(N)cc3)cc21
    0%	-0.3%	i	27	-9%	6.0%	-29%[20 µM]	-3%	1.7%	6.2	27
> Cc1ccc(NC(=O)NC2CCCCCCC2)cc1
    -4%	-0.1%	i	11	7%	4.3%	2%	-6%	-0.6%	0.5	54
> CCn1c(=N)c(S(=O)(=O)c2ccc(C)cc2)cc2c(=O)n3ccccc3nc21
    0%	0.2%	i	17	3%	x	-29%[20 µM]	-5%	0.6%	9.4	61
> CCOC(=O)CCSc1nc(C)c2cc(C)ccc2n1
    -7%	0.0%	i	38	-8%	0.1%	-38%	-6%	0.0%	1.2	56
> CN(C)CCNC(C(=O)Nc1cccc(C(F)(F)F)c1)c1ccccc1 (centres undefined)
    2%	0.2%	i	44	-1%	-2.6%	6%[20 µM]	7%	1.9%	0.5	52
> COc1ccc(N2C(=O)C3CCCN3C2c2ccccc2)cc1 (centres undefined)
    8%	1.0%	i	54	12%	-1.2%	6%	5%	0.2%	2.5	48
> CN1CCN(C(=O)c2ccccc2NC(=O)c2ccccc2Br)CC1
    0%	-0.2%	i	67	6%	-3.8%	23%	3%	-0.1%	0.1	68
> Cn1c(=O)oc2cc(S(=O)(=O)N3CCCC(C(=O)Nc4ccc5c(c4)OCCO5)C3)ccc21 (centres undefined)
    3%	0.4%	i	35	-1%	-1.0%	0%	-6%	0.2%	-2.4	58
> COCCN1C(=O)N[C@@H](c2ccco2)C(C(=O)OC)=C1C
    4%	x	i	20	x	x	x	x	-0.3%	-0.4	50
> Cc1cc(NC(=O)COC(=O)C(Nc2ccc(C(F)(F)F)cc2Cl)C(C)C)no1 (centres undefined)
    1%	-0.1%	i	61	2%	0.1%	16%	-4%	2.5%	20	79
> O=C(NC1CCCCC1)N1CCN(c2nc(-c3ccccc3)cs2)CC1
    1%	0.2%	i	20	40%	x	-35%[20 µM]	16%	-1.3%	5.0	41
> COc1ccccc1NC(=O)C/C(C)=N/NC(=O)c1ccccn1
    2%	-0.1%	i	7	2%	-2.8%	18%	-3%	1.4%	-1.3	36
> O=C(C1CC(=O)N(C2CCCCC2)C1)N1CCN(c2ccccc2)CC1 (centres undefined)
    -4%	-0.1%	i	24	4%	-1.5%	42%	29%	-0.9%	0.1	59
> CN(CCOc1ccccc1)C(=O)C1CCC(=O)N(CCCN2CCOCC2)C1 (centres undefined)
    3%	-0.1%	i	35	6%	4.6%	-5%	8%	-0.8%	-1.3	46
> CN(Cc1ccc2nsnc2c1)Cc1nc(Cc2cccc(F)c2)no1
    3%	0.4%	i	36	-1%	2.2%	-24%	-5%	-0.5%	1.3	50
> Cc1cc(NC(=O)CN2C(=O)NC(Cc3ccccc3)C2=O)no1 (centres undefined)
    0%	0.3%	i	52	-1%	-3.1%	0%	-14%	-0.2%	-0.6	37
> Cc1cccc(-c2noc(CN(C)C(=O)c3ccc4c(c3)OCO4)n2)c1
    -2%	0.2%	i	19	-9%	6.5%	-61%	4%	-0.1%	0.6	36
> CCN(CC(=O)NCc1cccs1)C(=O)c1cccc(S(=O)(=O)Nc2ccccc2OC)c1
    5%	-0.1%	i	38	-2%	-1.2%	-11%	13%	-0.1%	0.7	69
> CCC(CC)C(=O)OCC(=O)Nc1cccc(S(=O)(=O)N(C)c2ccccc2)c1
    -6%	0.2%	i	31	-3%	-6.2%	8%	-9%	-0.5%	3.8	36
> CC1CCCN(c2nc3c(c(=O)[nH]c(=O)n3C)n2CCSc2ncccn2)C1 (centres undefined)
    -10%	0.4%	x	x	-2%	-3.2%	-22%	1%	-0.1%	x	x
> Cc1ccc(S(=O)(=O)N(CC(=O)NN=C2CCN(C)CC2)c2ccc(C(C)C)cc2)cc1
    11%	0.2%	i	54	-4%	0.4%	-16%	7%	-0.8%	2.9	51
> O=c1[nH]c(CSc2nnc(NCCCN3CCOCC3)s2)nc2cc(Cl)ccc12
    32%	-0.1%	i	46	-22%	3.7%	-13%	2%	-0.9%	-0.6	76
> CC1=CC(C)C2C(=O)N(CCC[N+](C)(C)C)C(=O)C2C1 (centres undefined)
    -11%	-0.2%	i	15	-2%	2.7%	39%	6%	-0.1%	0.5	50
> CSCCC(NC(=O)C12CC3CC(CC(C3)C1)C2)C(=O)OCC(=O)c1ccccc1 (centres undefined)
    4%	-0.2%	i	55	13%	2.4%	27%	-4%	0.2%	0.4	90
> O=C(CSc1nnc(-c2ccco2)o1)N1c2ccccc2CCc2ccccc21
    -4%	-0.2%	i	28	9%	-2.0%	16%	30%	2.1%	1.5	60
> N=c1sccn1CC(=O)Nc1ccc(Cl)cc1[N+](=O)[O-]
    0%	0.3%	i	29	3%	5.1%	-6%	1%	-0.5%	2.0	56

# As a short view, some entries already given:
# Order of results: Salmonella PhoP GFP	GPR55 activation	T cell modulator	T cell modulator vesicle-bound %	GPR35 antagonists	KOR beta-arrestin-1	KOR beta-arrestin-2	GPR55 LPI antagonism	West Nile antiviral	NTR1 agonist	NTR1 agonist cell count 20 µM
> CN1CCN(C(=O)c2ccccc2NC(=O)c2ccccc2Br)CC1
    0%	-0.2%	i	67	6%	-3.8%	23%	3%	-0.1%	0.1	68
> Cn1c(=O)oc2cc(S(=O)(=O)N3CCCC(C(=O)Nc4ccc5c(c4)OCCO5)C3)ccc21 (centres undefined)
    3%	0.4%	i	35	-1%	-1.0%	0%	-6%	0.2%	-2.4	58
> COCCN1C(=O)N[C@@H](c2ccco2)C(C(=O)OC)=C1C
    4%	x	i	20	x	x	x	x	-0.3%	-0.4	50
> Cc1cc(NC(=O)COC(=O)C(Nc2ccc(C(F)(F)F)cc2Cl)C(C)C)no1 (centres undefined)
    1%	-0.1%	i	61	2%	0.1%	16%	-4%	2.5%	20	79
> O=C(NC1CCCCC1)N1CCN(c2nc(-c3ccccc3)cs2)CC1
    1%	0.2%	i	20	40%	x	-35%[20 µM]	16%	-1.3%	5.0	41
> COc1ccccc1NC(=O)C/C(C)=N/NC(=O)c1ccccn1
    2%	-0.1%	i	7	2%	-2.8%	18%	-3%	1.4%	-1.3	36
> O=C(C1CC(=O)N(C2CCCCC2)C1)N1CCN(c2ccccc2)CC1 (centres undefined)
    -4%	-0.1%	i	24	4%	-1.5%	42%	29%	-0.9%	0.1	59
> CN(CCOc1ccccc1)C(=O)C1CCC(=O)N(CCCN2CCOCC2)C1 (centres undefined)
    3%	-0.1%	i	35	6%	4.6%	-5%	8%	-0.8%	-1.3	46

# Outcome played no part in choosing rows; about 0.62% have a hit in one of these screens.
